High-throughput results from PubChem BioAssay.
Mtb BioA inh – BioA (M. tuberculosis) enzyme inhibition | purified M. tuberculosis BioA enzyme, plate reader | inhibition, % at 9.99 µM | 0.096% of 360,000 active | AID 602481; in the data active = inhibition above about 40%
The depositor's hits bear a star.

SMILES	Mtb BioA inh
CC(=O)N1CCCCN2[C@H](CO)[C@@H](c3ccc(-c4ccncc4)cc3)[C@@H]2C1	-1.1
CC(C)C#Cc1ccc([C@H]2[C@@H](CO)N3CCCCN(C(=O)c4ccc5c(c4)OCO5)C[C@@H]23)cc1	3.7
CNC[C@H]1OCCCC[C@@H](C)Oc2ccc(NS(=O)(=O)c3cccs3)cc2C(=O)N([C@H](C)CO)C[C@@H]1C	-0.2
Cc1ccc(S(=O)(=O)Nc2cccc3c2O[C@H](CN(C)C(=O)NC2CCCCC2)[C@@H](C)CN([C@H](C)CO)C3=O)cc1	1.0
C[C@@H]1CCCCO[C@H](CN(C)Cc2ccccc2)[C@@H](C)CN([C@@H](C)CO)C(=O)c2cc(NC(=O)NC3CCCCC3)ccc2O1	4.0
CCCNC(=O)C[C@H]1CC[C@@H]2[C@@H](COc3ccc(NC(=O)c4cc(F)cc(F)c4)cc3C(=O)N2C)O1	-0.8
C[C@@H]1CN([C@@H](C)CO)C(=O)c2cccc(NC(=O)c3nc4ccccc4s3)c2O[C@H]1CN(C)CC1CCCCC1	-1.2
C[C@@H]1CCCCO[C@H](CN(C)C(=O)Nc2ccc(F)cc2)[C@H](C)CN([C@@H](C)CO)C(=O)c2cc(NC(=O)Nc3cccc4ccccc34)ccc2O1	-2.0
C[C@@H]1CN([C@H](C)CO)C(=O)c2cc(C#C[C@@H](C)O)cnc2O[C@@H]1CN(C)CC1CCOCC1	-2.1
C[C@@H]1CCCCO[C@@H](CN(C)Cc2ccc(C(F)(F)F)cc2)[C@H](C)CN([C@H](C)CO)C(=O)c2cc(NS(=O)(=O)c3cccs3)ccc2O1	0.3
CN(C)CC(=O)N1CC[C@@H]2[C@H](CO)Nc3ccc(-c4ccc(C(=O)N(C)C)cc4)cc3[C@@H]21	-4.2
COc1cccc(C(=O)Nc2ccc3c(c2)C(=O)N(C)[C@H]2CC[C@H](CC(=O)NCc4ccc(F)cc4)O[C@@H]2CO3)c1	-1.2

Sorted by molecular weight (lowest first): part of the list above.
SMILES	Mtb BioA inh
CN(C)CC(=O)N1CC[C@@H]2[C@H](CO)Nc3ccc(-c4ccc(C(=O)N(C)C)cc4)cc3[C@@H]21	-4.2
C[C@@H]1CN([C@H](C)CO)C(=O)c2cc(C#C[C@@H](C)O)cnc2O[C@@H]1CN(C)CC1CCOCC1	-2.1
Cc1ccc(S(=O)(=O)Nc2cccc3c2O[C@H](CN(C)C(=O)NC2CCCCC2)[C@@H](C)CN([C@H](C)CO)C3=O)cc1	1.0

New compounds follow:
SMILES	Mtb BioA inh
Cc1ccc(S(=O)(=O)Nc2ccc3c(c2)C(=O)N([C@H](C)CO)C[C@@H](C)[C@H](CN(C)C(=O)NC2CCCCC2)OCCCC[C@H](C)O3)cc1	0.2
C[C@@H]1CN([C@@H](C)CO)C(=O)Cc2cc(NC(=O)NC3CCCCC3)ccc2O[C@H]1CN(C)S(=O)(=O)c1ccc(Cl)cc1	0.7
C[C@@H]1CN([C@H](C)CO)C(=O)c2cc(NC(=O)CCN3CCOCC3)ccc2O[C@H]1CN(C)Cc1ccc2c(c1)OCO2	1.7
COc1ccc(NC(=O)Nc2cccc3c2O[C@H](CN(C)S(=O)(=O)c2cccs2)[C@@H](C)CN([C@@H](C)CO)C3=O)cc1	-1.5
CCC(=O)N[C@H]1CC[C@H](CC(=O)NCCN2CCCCC2)O[C@H]1CO	-1.7
O=C(C[C@H]1CC[C@@H]2[C@H](COC[C@@H](O)CN2C(=O)c2ccccc2F)O1)N1CCCCC1	-3.0
COCC(=O)N(C)C[C@@H]1Oc2ncc(C3=CCCCC3)cc2C(=O)N([C@@H](C)CO)C[C@@H]1C	14.0
CCCNC(=O)N1[C@H](C#N)[C@H](c2ccc(-c3ccc(C(=O)N(C)C)cc3)cc2)[C@@H]1CO	1.8
O=C(CC1CC1)Nc1ccc2c(c1)[C@@H]1C[C@@H](CC(=O)N3CCc4ccccc4C3)O[C@@H](CO)[C@@H]1O2	1.9
O=C(NCc1ccc(F)cc1)[C@@H]1[C@@H](CO)[C@@H]2Cn3c(cccc3=O)[C@H]1N2C(=O)c1cnccn1	0.5
O=C(NCC[C@@H]1CC[C@H](NS(=O)(=O)c2ccccc2)[C@@H](CO)O1)c1ccccc1F	-2.4
N#C[C@@H]1[C@@H](c2ccccc2)[C@@H](CO)N1C(=O)C1CCCC1	-1.5

Grouped by structure: those above with an aryl methoxy group
SMILES	Mtb BioA inh
COc1cccc(C(=O)Nc2ccc3c(c2)C(=O)N(C)[C@H]2CC[C@H](CC(=O)NCc4ccc(F)cc4)O[C@@H]2CO3)c1	-1.2
COc1ccc(NC(=O)Nc2cccc3c2O[C@H](CN(C)S(=O)(=O)c2cccs2)[C@@H](C)CN([C@@H](C)CO)C3=O)cc1	-1.5

Next structures follow.
SMILES	Mtb BioA inh
Cc1noc(C)c1NC(=O)N(C)C[C@@H]1Oc2c(NC(=O)c3cnccn3)cccc2C(=O)N([C@H](C)CO)C[C@@H]1C	-2.5
O=C(NCC[C@H]1CC[C@H](NC(=O)C2CCCCC2)[C@@H](CO)O1)c1ccc(F)cc1	-1.9
O=C([C@H]1[C@H](CO)[C@H]2Cn3c(cccc3=O)[C@H]2N1Cc1ccccc1Cl)N1CCCCC1	-0.2
C[C@@H]1CCCCO[C@@H](CN(C)C(=O)c2ccncc2)[C@H](C)CN([C@@H](C)CO)C(=O)c2cc(NS(=O)(=O)c3ccccc3)ccc2O1	0.0
C[C@@H](O)C#Cc1ccc([C@H]2[C@H]3CN(S(=O)(=O)Cc4ccccc4)CCCCN3[C@H]2CO)cc1	-3.0
COCCNC(=O)C[C@@H]1CC[C@H]2[C@@H](COC[C@@H](O)CN2S(=O)(=O)c2ccccc2F)O1	-0.1
COc1ccc(S(=O)(=O)N[C@@H]2CC[C@@H](CC(=O)NCCc3ccccc3)O[C@H]2CO)cc1	-1.5
C[C@H](CO)N1C[C@H](C)[C@H](CN(C)Cc2ccc(-c3ccccc3)cc2)Oc2ccc(NC(=O)Nc3ccc(F)cc3)cc2CC1=O	-9.1
CCCC(=O)Nc1ccc2c(c1)C(=O)N(C)[C@@H]1CC[C@H](CC(=O)NC3CCCC3)O[C@H]1CO2	13.7
COCC#Cc1ccc2c(c1)O[C@H](CN(C)C(=O)C1CCOCC1)[C@H](C)CN([C@@H](C)CO)S2(=O)=O	5.4
Cc1noc(C)c1S(=O)(=O)Nc1ccc2c(c1)C(=O)N([C@H](C)CO)C[C@@H](C)[C@H](CN(C)CC1CC1)O2	0.7
CO[C@H]1CC[C@H]2CCN(C)C(=O)[C@@H](C)[C@H](OC)CN(C)C(=O)c3cccc(C#N)c3OC[C@@H]1O2	-0.7
C[C@@H]1CCCCO[C@@H](CN(C)CC2CC2)[C@@H](C)CN([C@H](C)CO)C(=O)c2cc(NC(=O)c3ccncc3)ccc2O1	1.3
Cc1noc(C)c1NC(=O)Nc1ccc2c(c1)C(=O)N([C@@H](C)CO)C[C@H](C)[C@@H](CN(C)S(=O)(=O)c1ccc(F)cc1)OCCCC[C@H](C)O2	-0.9
C[C@H]1CN([C@@H](C)CO)C(=O)c2cc(C#CCC3CCCC3)cnc2O[C@@H]1CN(C)C(=O)c1cnccn1	1.6
CO[C@H]1CN(C)C(=O)c2cc(NS(=O)(=O)CC(F)(F)F)ccc2OC[C@H](C)N(Cc2nccs2)C[C@H]1C	0.7
C[C@@H]1CN([C@H](C)CO)C(=O)c2cccc(NS(=O)(=O)c3ccc(F)cc3)c2O[C@H]1CN(C)S(=O)(=O)c1cccs1	1.3
O=C(NC1CCCC1)N[C@H]1CC[C@@H](CC(=O)N2CCOCC2)O[C@@H]1CO	-2.4
CO[C@@H]1CN(C)C(=O)c2cc(NS(=O)(=O)CC(F)(F)F)ccc2OC[C@@H](C)N(Cc2nccs2)C[C@@H]1C	-0.9
CO[C@H]1CN(C)C(=O)c2cc(NS(=O)(=O)Cc3ccccc3)ccc2OC[C@@H](C)NC[C@H]1C	1.3
C[C@H](CO)N1C[C@H](C)[C@H](CN(C)S(=O)(=O)c2cccs2)OCCCC[C@H](C)Oc2ccc(NS(=O)(=O)c3ccccc3)cc2C1=O	-3.4
CCCNC(=O)[C@@H]1[C@@H](CO)[C@@H]2Cn3c(ccc(-c4cccc(F)c4)c3=O)[C@H]1N2C(=O)CC	-1.4
CCCNC(=O)N(C)C[C@@H]1Oc2ncc(C#CC3CC3)cc2C(=O)N([C@H](C)CO)C[C@H]1C	-0.3
CCCC(=O)Nc1ccc2c(c1)OC[C@H](C)N(C(C)=O)C[C@@H](C)[C@H](OC)CN(C)C2=O	-1.5
CC(C)NC(=O)N(C)C[C@@H]1Oc2ccc(NC(=O)Nc3ccccc3)cc2C(=O)N([C@@H](C)CO)C[C@@H]1C	-2.0
C[C@H]1CN([C@@H](C)CO)C(=O)c2cccc(NC(=O)c3ccc(-c4nccs4)cc3)c2O[C@H]1CN(C)C(=O)NC1CCCCC1	0.4
Cc1ccc(S(=O)(=O)N(C)C[C@H]2OCCCC[C@H](C)Oc3ccc(NC(=O)CCC(F)(F)F)cc3C(=O)N([C@@H](C)CO)C[C@H]2C)cc1	1.0
CC(C)(O)C#Cc1ccc([C@@H]2[C@@H](CO)N3CCCCN(C(=O)c4ccncc4)C[C@@H]23)cc1	5.2
O=C(C[C@H]1CC[C@@H]2[C@H](COC[C@H](O)CN2C(=O)Nc2ccc(Cl)cc2)O1)NC1Cc2ccccc2C1	1.4
CN1[C@@H]2c3ccc(C4=CCCC4)c(=O)n3C[C@@H]2[C@@H](CO)[C@@H]1C(=O)NCc1ccccc1F	0.6
C[C@H](CO)N1C[C@H](C)[C@@H](CN(C)C(=O)Nc2ccc(F)cc2)Oc2ccc(NC(=O)Cc3ccccc3)cc2C1=O	2.6
CCCNC(=O)N1[C@@H](CO)[C@H](c2ccccc2)[C@@H]1CNC(=O)c1ccccc1	3.9
COc1ccc(CN2C[C@H](C)[C@H](OC)CN(C)C(=O)c3cc(NC(C)=O)ccc3OC[C@@H]2C)cc1	1.0
COCC(=O)N1[C@H](C#N)[C@H](c2ccccc2)[C@@H]1CO	-1.1
O=C(C[C@@H]1CC[C@H](NC(=O)Nc2cc(F)ccc2F)[C@@H](CO)O1)Nc1ccccc1	-1.6
C[C@H](CO)N1C[C@H](C)[C@@H](CN(C)S(=O)(=O)c2ccccc2)Oc2ncc(-c3ccncc3)cc2C1=O	1.0
C[C@@H]1CN([C@H](C)CO)C(=O)c2cc(-c3ccccc3F)cnc2O[C@H]1CN(C)Cc1ccccc1F	10.4
CN1C(=O)[C@@H]2[C@@H](CC(COc3ccccc3)=C3[C@@H](c4ccccc4)OB(O)C[C@@H]32)C1=O	0.3
O=C(NC1CCC1)[C@@H]1[C@@H](CO)[C@@H]2Cn3c(ccc(-c4ccccc4F)c3=O)[C@H]1N2C(=O)CC1CC1	-2.1
CN(C)C(=O)[C@H]1[C@H](CO)[C@H]2Cn3c(ccc(C4=CCCC4)c3=O)[C@@H]1N2CC1CC1	-1.4
O=C(C[C@H]1CC[C@@H]2[C@H](COC[C@@H](O)CN2Cc2cccc(F)c2)O1)NCc1ccncc1	-1.0
CCCC(=O)Nc1ccc2c(c1)C(=O)N(C)[C@@H]1CC[C@H](CC(=O)NCCc3ccncc3)O[C@@H]1CO2	0.1
C[C@H]1CN([C@@H](C)CO)C(=O)c2cccc(NC(=O)C3CC3)c2O[C@H]1CN(C)C(=O)Nc1ccc(C(F)(F)F)cc1	3.3
C[C@H]1CN([C@@H](C)CO)C(=O)c2cc(NS(C)(=O)=O)ccc2O[C@H]1CN(C)C(=O)Nc1ccccc1	-1.1
CC(C)NC(=O)N(C)C[C@@H]1Oc2ccc(NS(=O)(=O)c3ccc(Cl)cc3)cc2C(=O)N([C@@H](C)CO)C[C@H]1C	-3.1
CC(=O)N(C)C[C@H]1Oc2cc(C#C[C@@H](C)O)ccc2S(=O)(=O)N([C@@H](C)CO)C[C@@H]1C	-1.2
O=C(Nc1ccccc1)N[C@@H]1CC[C@H](CCNS(=O)(=O)c2ccccc2F)O[C@H]1CO	1.4
CCCNC(=O)[C@@H]1[C@@H](CO)[C@@H]2Cn3c(ccc(-c4ccc(F)cc4)c3=O)[C@@H]2N1CCC	6.9
CNC[C@@H]1Oc2ccc(NC(=O)c3ccncc3)cc2C(=O)N([C@@H](C)CO)C[C@@H]1C	-0.8
COc1ccc(NC(=O)N(C)C[C@H]2Oc3ccc(NC(=O)Nc4ccccc4)cc3CC(=O)N([C@H](C)CO)C[C@@H]2C)cc1	1.6
COc1ccc(NC(=O)N2CC[C@@H]3[C@@H](CO)N(C)c4ccc(-c5ccc(F)cc5)cc4[C@@H]32)cc1	10.9
CCCNC(=O)C[C@@H]1C[C@@H]2c3cc(NS(C)(=O)=O)ccc3O[C@@H]2[C@@H](CO)O1	3.9
COCCNC(=O)C[C@H]1C[C@@H]2c3cc(NC(=O)Nc4ccccc4)ccc3O[C@@H]2[C@@H](CO)O1	2.1
CCNC(=O)Nc1ccc2c(c1)C(=O)N(C)[C@@H]1CC[C@@H](CC(=O)NCC3CCCCC3)O[C@@H]1CO2	-4.4
CC(=O)N(C)C[C@@H]1OCc2ccccc2-c2c(n(C)c3ccccc23)C(=O)N([C@H](C)CO)C[C@@H]1C	0.4
C[C@@H]1CN([C@@H](C)CO)C(=O)c2cccc(NC(=O)C3CCCCC3)c2O[C@@H]1CN(C)Cc1ccc2c(c1)OCO2	0.7
CC=Cc1ccc2n(c1=O)C[C@H]1[C@H](CO)[C@@H](C(=O)NCc3ccc(F)cc3)[C@@H]2N1C (mixture of isomers)	-2.1
Cc1noc(C)c1S(=O)(=O)Nc1ccc2c(c1)C(=O)N([C@H](C)CO)C[C@H](C)[C@H](CN(C)C(=O)Nc1cccc3ccccc13)OCCCC[C@H](C)O2	-0.7

Given with bars between the fields: three of the compounds above.
mol | Mtb BioA inh
CCNC(=O)Nc1ccc2c(c1)C(=O)N(C)[C@@H]1CC[C@@H](CC(=O)NCC3CCCCC3)O[C@@H]1CO2 | -4.4
CC(=O)N(C)C[C@@H]1OCc2ccccc2-c2c(n(C)c3ccccc23)C(=O)N([C@H](C)CO)C[C@@H]1C | 0.4
C[C@@H]1CN([C@@H](C)CO)C(=O)c2cccc(NC(=O)C3CCCCC3)c2O[C@@H]1CN(C)Cc1ccc2c(c1)OCO2 | 0.7

Single entries from above.
`CCCNC(=O)C[C@H]1CC[C@@H]2[C@@H](COc3ccc(NC(=O)c4cc(F)cc(F)c4)cc3C(=O)N2C)O1` in Mtb BioA inh: -0.8
`CNC[C@@H]1Oc2ccc(NC(=O)c3ccncc3)cc2C(=O)N([C@@H](C)CO)C[C@@H]1C` in Mtb BioA inh: -0.8

Some of the compounds tested. The share of hits here may be higher or lower than overall.
